Bioassay records from PubChem.
Dengue-2 NS5 capping = Dengue-2 NS5 methyltransferase inhibitors, primary screen, biochemical, confirmation dose response (AID 588689); Dengue-2 NS5 methyltransferase capping enzyme assay, biochemical; higher % means a stronger effect; 340,000 tested, 0.3% active; inhibition, % at 25 µM, or IC50 in µM where a hit was titrated; in the data active = a potency from the dose series; inconclusive = inhibition above about 29% without an active follow-up result
An asterisk follows results filed as active; ? = inconclusive. These rows are one share of the data; the hit share may differ from the screen's.

no.	smiles	Dengue-2 NS5 capping
1	CC(C)C1C(=O)N(Cc2cn(CCC3OCCCO3)nn2)CCS(=O)(=O)N1Cc1ccc(-c2ccc(F)nc2)cc1 (centres undefined)	-2%
2	CC(NC(=O)c1ccc2nc(Cc3cccc(Cl)c3)oc2c1)c1ccncn1 (centres undefined)	-1%
3	C[C@H]1CN([C@@H](C)CO)S(=O)(=O)c2ccc(-c3ccccc3)cc2O[C@H]1CN(C)C(=O)C1CCC1	-10%
4	CC(C)(C)OC(=O)CC(S(=O)(=O)c1ccccc1)S(=O)(=O)c1ccccc1	-30%
5	COc1ccccc1C(=O)NNC(=O)c1ccc(O)cc1	5%
6	ON=Cc1ccnc2ccccc12	3%
7	O=C(Nc1ccc(Cl)cc1)c1nc[nH]c1C(=O)Nc1ccccc1F	6%
8	O=C(NCc1ccc(F)cc1)C1CCN(S(=O)(=O)c2ccc(N3CCCC3=O)cc2)CC1	-2%
9	Cc1ccnc(NC(=O)CCNC(=O)c2ccc(Br)cc2)c1	3%
10	Cc1ccc(C)c(NC(=O)COC(=O)c2cccc(S(=O)(=O)N3CCCC3)c2)c1	-3%
11	CC1C(=O)N(Cc2cn(CCC3OCCO3)nn2)CCS(=O)(=O)N1Cc1ccc(-c2ccc(F)nc2)cc1 (centres undefined)	-9%
12	C[C@H](CO)N1C[C@H](C)[C@@H](CN(C)Cc2ccc(C(F)(F)F)cc2)OCc2cnnn2CCCC1=O	1%
13	C=CC1=CCN(S(=O)(=O)C(C)(C)C)[C@H]1CCO	1%
14	Cc1ccc([C@H]2C[C@H](O)[C@@H](n3cc(COC(=O)c4ccccc4)nn3)CN2C(=O)c2cccs2)cc1	-1%
15	COc1cccc(NC(=O)N(C)C[C@@H]2OCc3cnnn3CCCC(=O)N([C@H](C)CO)C[C@@H]2C)c1	8%
16	O=C(c1cc(-c2ccncc2)nc2ccccc12)N1CCCC(C(F)(F)F)C1 (centres undefined)	-2%
17	COc1ncnc2c1ncn2CCCN1CCN(C(=O)C2CC2)CC1	3%
18	O=C(OCc1ccccc1)N1CCC2CC1c1cc(-c3cc4ccccc4o3)ccc12 (centres undefined)	1%
19	CCN(CCc1ccccc1)c1ccc2c(c1)C1CC2CCN1Cc1ccccc1 (centres undefined)	1%
20	C[C@@H]1CN([C@H](C)CO)C(=O)CCCn2nncc2CO[C@H]1CN(C)C(=O)c1ccncc1	0%
21	O=C(NNC(=S)Nc1cccc(C(F)(F)F)c1)c1ccncc1	3%
22	Cc1cccc(NC(=O)CN2CCN(C(=O)CNC(=O)c3ccc(-c4ccccc4)cc3)CC2)c1C	5%
23	CCOc1ccc(NC(=O)CSc2nc3ccsc3c(=O)n2Cc2ccc(C(=O)O)cc2)cc1	3%
24	Cc1nc(NC(=O)c2ccccc2)sc1-c1cc(C(=O)O)nn1Cc1ccccc1	3%
25	O=C(COC(=O)/C=C/c1ccccc1Cl)NC1CC1	2%
26	C[C@@H]1CN([C@H](C)CO)C(=O)CCCn2cc(nn2)CO[C@H]1CN(C)S(=O)(=O)c1ccc(Oc2ccccc2)cc1	6%
27	CCC/C=C/c1ccc(CN2C(CC(C)C)C(=O)N(Cc3cn(Cc4ccco4)nn3)CCS2(=O)=O)cc1 (centres undefined)	-5%
28	S=C(Nc1ccccc1)Nc1ccccn1	-1%
29	COc1cccc(CN(C)C[C@H]2OCc3cnnn3CCCC(=O)N([C@H](C)CO)C[C@@H]2C)c1	6%
30	CCOC(=O)c1ccc(NC(=O)c2nc[nH]c2C(=O)N(C)CCO)cc1	1%
31	C=CCn1c(SCC(=O)Nc2ccc(Br)cc2)nc(O)cc1=O	5%
32	CCN(CC)CCN(Cc1cc2cc3c(cc2[nH]c1=O)OCCO3)C(=S)NCCOC	-5%
33	Cc1ccc2nc(CC(O)(c3ccccc3)c3ccccc3)ccc2c1	-3%
34	CC1CCN(C(=O)c2ncn3c2c(=O)[nH]c2ccc(Br)cc23)CC1	1%
35	CNC(=O)C[C@H]1C(=O)N(c2ccc(Br)cc2)C[C@@H]1C	-2%
36	COc1ccc(CN2C(=O)C(CC(=O)NCCN3CCOCC3)CC(C(=O)N3CCOCC3)=C2C)cc1 (centres undefined)	-3%
37	CC(C)(C)OC(=O)[C@H](Cc1ccccc1)NC(=O)c1ncn2c1c(=O)[nH]c1ccc(Br)cc12	3%
38	CC1C(=O)N(Cc2cn(CC3CCCCC3)nn2)CCS(=O)(=O)N1Cc1ccc(-c2ccccc2)cc1 (centres undefined)	-2%
39	CCc1csc(CNC(=O)C2CCC(=O)N(Cc3cccc(OC)c3)C2)n1 (centres undefined)	3%
40	Cc1cccc(OCCNc2ncccc2[N+](=O)[O-])c1	-3%
41	N#Cc1cnn(-c2ccc([N+](=O)[O-])cc2[N+](=O)[O-])c1N	-5%
42	COc1ccc(OC)c(C(=O)CSc2nnc(C3CC3)n2C2CC2)c1	2%
43	O=C1C2C3C=CC(CC3)C2C(=O)N1c1ccc(Br)cc1 (centres undefined)	-10%
44	CCN(CC)CCNC(=O)CN1C(=O)CSc2ccc(S(=O)(=O)N3CCOCC3)cc21	3%
45	CCN1C(=O)[C@H]2[C@@H](c3ccc(C)cc3)N[C@]3(CCCN(Cc4ccc(Cl)cc4)C3=O)[C@H]2C1=O	7%
46	Cc1cc(C)c(Nc2n[nH]c(=S)s2)cc1C	-21%
47	O=[N+]([O-])c1cccc(CON=Cc2cc(Cl)ccc2O)c1	-5%
48	C[C@@H]1CCCCO[C@H](CN(C)C(=O)Nc2cccc3ccccc23)[C@@H](C)CN([C@H](C)CO)C(=O)c2cc(N(C)C)ccc2O1	6%
49	COc1ccc([N+](=O)[O-])cc1NCc1c(F)cccc1F	-3%
50	Cc1noc(C)c1NC(=O)N(C)C[C@H]1OCCCC[C@@H](C)Oc2ccc(NC(=O)Nc3ccc(F)cc3)cc2C(=O)N([C@@H](C)CO)C[C@H]1C	-5%

Quoted at random: 6 records from the list.
no.	smiles	Dengue-2 NS5 capping
42	COc1ccc(OC)c(C(=O)CSc2nnc(C3CC3)n2C2CC2)c1	2%
41	N#Cc1cnn(-c2ccc([N+](=O)[O-])cc2[N+](=O)[O-])c1N	-5%
45	CCN1C(=O)[C@H]2[C@@H](c3ccc(C)cc3)N[C@]3(CCCN(Cc4ccc(Cl)cc4)C3=O)[C@H]2C1=O	7%
49	COc1ccc([N+](=O)[O-])cc1NCc1c(F)cccc1F	-3%
48	C[C@@H]1CCCCO[C@H](CN(C)C(=O)Nc2cccc3ccccc23)[C@@H](C)CN([C@H](C)CO)C(=O)c2cc(N(C)C)ccc2O1	6%
50	Cc1noc(C)c1NC(=O)N(C)C[C@H]1OCCCC[C@@H](C)Oc2ccc(NC(=O)Nc3ccc(F)cc3)cc2C(=O)N([C@@H](C)CO)C[C@H]1C	-5%

Additional entries.
no.	smiles	Dengue-2 NS5 capping
51	Cc1cccc(-n2cnc3cc(C(=O)NCCN4CCOCC4)ccc32)c1	4%
52	Nn1c(SCC(=O)N2CCCC2)nnc1C1CCCCC1	9%
53	CCOC(=O)c1ccc(NC(=S)P(=O)(c2ccccc2)c2ccccc2)cc1	-2%
54	Cc1ccccc1NC(=O)c1cc(S(=O)(=O)N2CCCCC2)ccc1N1CCOCC1	-1%
55	O=C(OCc1ccccc1)N1CCC2CC1c1ccc(N3CCNCC3)cc12 (centres undefined)	4%
56	CC1=CC2=C(C=O)C(=O)C(C)(O)C(O)C2=CO1 (centres undefined)	?
57	Cc1cccc(NC(=O)c2ncn3c2C(=O)N(C)CC3)c1	1%
58	O=C(NCCc1ccc(Cl)cc1)c1cccc(S(=O)(=O)N2CCCC2)c1	0%
59	Cc1sc(N=Nc2ccc(N(C)C)cc2)[n+]([O-])c1C	-1%
60	CCN1CCN(c2ccc(S(=O)(=O)N3CCOCC3)cc2NC(=O)c2cc(F)c(F)c(F)c2F)CC1	-7%
61	CN(C)C(=S)Oc1ccccc1C1(C)OCCO1	0%
62	CCCCCCN1C[C@@H](n2cc(C3CC3)nn2)[C@H](O)C[C@@H]1c1ccc(OC)cc1	-2%
63	CC(C)(C)OC(=O)NCCc1onc(-c2ccc([N+](=O)[O-])cc2)c1C(=O)O	0%
64	CCN(CC)Cc1nc2nc(Cl)c(Cl)nc2[nH]1	-1%
65	CC(C)CC#Cc1ccc2c(c1)O[C@H](CN(C)C(=O)Cc1ccncc1)[C@H](C)CN([C@H](C)CO)S2(=O)=O	-14%
66	CN(Cc1ccc(Cl)cc1Cl)C(=O)C1CC(=O)N(Cc2ccco2)C1 (centres undefined)	-9%
67	ClCCn1c(CCl)nc2ccc(Cl)cc21	-1%
68	Cc1ccc(S(=O)(=O)CCOC(=O)CNC(=O)OCc2ccccc2)cc1	-2%
69	C[C@H]1CCCCO[C@H](CN(C)Cc2ccc(C(=O)O)cc2)[C@@H](C)CN([C@@H](C)CO)C(=O)c2cc(NS(=O)(=O)c3cn(C)cn3)ccc2O1	2%
70	Cn1ncc2c1NC(c1ccc(F)cc1)SCC2=O (centres undefined)	-13%
71	COc1ccc(-c2ccccc2C2=CC(=O)CC(C)(C)C2=O)cc1	-7%
72	Cn1c(CCN2CCN(c3ccccn3)CC2)nc2cc(NS(=O)(=O)c3ccc(F)cc3)ccc21	-7%
73	COc1ccc(CN2C(=O)C(CC(=O)NC3CC3)CC(C(=O)N(C)C)=C2C)cc1 (centres undefined)	3%
74	Cc1ccc(S(=O)(=O)N(CCCc2c(C)nc(N)[nH]c2=O)Cc2ccc([N+](=O)[O-])cc2)cc1	-1%
75	Cc1ccc(CC(=O)Nc2cccc(C(=O)Nc3c(C)n(C)n(-c4ccccc4)c3=O)c2)cc1C	5%
76	C[C@@H]1CN([C@@H](C)CO)C(=O)CCCn2nncc2CO[C@@H]1CN(C)S(=O)(=O)c1ccccc1C#N	-6%
77	C[C@H]1CNC(=O)c2c(C(=O)N[C@@H](Cc3c[nH]c4ccccc34)C(=O)OC(C)(C)C)ncn21	3%
78	O=C(c1ccc2c(c1)OCO2)c1ccc[nH]1	0%
79	CS(=O)(=O)N(CC(=O)N1CCOCC1)c1cccc(Cl)c1	5%
80	O=C(O)c1ccc(COc2ccc([N+](=O)[O-])cc2Cl)cc1	5%

Brought forward from above: 2 entries, then new ones.
no.	smiles	Dengue-2 NS5 capping
79	CS(=O)(=O)N(CC(=O)N1CCOCC1)c1cccc(Cl)c1	5%
80	O=C(O)c1ccc(COc2ccc([N+](=O)[O-])cc2Cl)cc1	5%
81	C#CCN(C[C@H]1[C@H](OC(=O)NCc2ccccc2F)[C@H](OC(=O)NCc2ccccc2F)C[C@H]2C(=O)N(c3ccccc3)C(=O)[C@@H]12)S(=O)(=O)c1ccc(C)cc1	-5%
82	Nc1c(OS(=O)(=O)c2ccccc2)cccc1OS(=O)(=O)c1ccccc1	-4%
83	Cc1ccc(OCC(=O)NNC(=O)c2cc(S(=O)(=O)N(C)C)ccc2N2CCCC2)cc1	-1%
84	C[C@@H]1CN([C@H](C)CO)S(=O)(=O)c2ccc(C#Cc3ccccc3F)cc2O[C@@H]1CN(C)C(=O)Cc1ccccc1	-4%
85	O=C1C=CC(O)C2(CO)OC12 (centres undefined)	-12%
86	Cn1nnnc1NN=Cc1ccccc1	-1%
87	C[C@H]1CN([C@@H](C)CO)C(=O)CCCn2nncc2CO[C@@H]1CN(C)Cc1ccc(C(=O)O)cc1	3%
88	Cc1cc(NS(=O)(=O)c2ccc(NC(=O)c3ccc([N+](=O)[O-])cc3)cc2)nc(C)n1	-3%
89	COc1ccc(/C=C2/SC(=S)N(CCC(=O)Nc3cccnc3)C2=O)cc1OC	6%
90	Cc1ccccc1-n1c(SCC(=O)NC2CC2)nc2ccccc2c1=O	2%
91	NC(=O)/C(=C\c1ccco1)NC(=O)c1ccco1	9%
92	CCCCN1CC(COCc2ccccc2)Oc2cccc(OCc3ccc(OC)cc3)c2S1(=O)=O (centres undefined)	3%
93	O=C(C1=C(O)C(=O)N(CCN2CCOCC2)C1c1cccc([N+](=O)[O-])c1)c1cc2ccccc2o1 (centres undefined)	4%
94	CC(OC(=O)c1nc(Cl)ccc1Cl)C(=O)NCc1ccccc1 (centres undefined)	1%
95	COc1cc2c(cc1OC)C(=NO)CCCC2	1%
96	C/C=C/c1ccc2c(c1)O[C@@H](CN(C)C(=O)c1ccc(F)cc1)[C@@H](C)CN([C@H](C)CO)S2(=O)=O	-2%
97	C[C@H]1CN([C@@H](C)CO)C(=O)CCCn2nncc2CO[C@@H]1CN(C)S(=O)(=O)c1cccc(F)c1	0%
98	CCOC(=O)C1=C(C)NC(C)=C(C(=O)OCC)C1C(=O)OCC(=O)Nc1ccc(NC(C)=O)cc1	6%
99	COCC1CCN(C(=O)c2ccc3oc(C(C)C)nc3c2)C1 (centres undefined)	3%
100	O=C(OCc1ccccc1)N1CCCC2CC1c1ccccc12 (centres undefined)	4%
101	O=C(c1ccc(F)cc1)N1CCN(S(=O)(=O)c2ccc3c(c2)OCCO3)CC1	-1%
102	Cc1cc(C)n(-c2ccc(C(=O)N3CCN(S(=O)(=O)c4ccc(OC(F)(F)F)cc4)CC3)cc2)n1	5%
103	O=C(Nc1ccncc1)c1cc(-c2ccccc2)nc2ccccc12	-2%
104	CCN(CC)C(=O)C1=C(C)N(CCC2=CCCCC2)C(=O)C(CC(=O)NCC2CCCCC2)C1 (centres undefined)	-1%
105	O=[N+]([O-])c1ccc(N2CCCC2)c([N+](=O)[O-])c1	0%
106	CC1C(c2ccccc2)OCCN1C(=S)NC(=O)c1ccccc1 (centres undefined)	-12%
107	CN[C@@H](CO)C(=O)NC[C@H]1O[C@@H](n2cc(C)c(=O)[nH]c2=O)C[C@@H]1O	-7%
108	Cc1ccc(-c2ccc(CN3C(C)C(=O)N(Cc4cn(CCC5OCCCO5)nn4)CCS3(=O)=O)cc2)cc1 (centres undefined)	-3%
109	COc1ccc(NC(=O)C2CC(=O)N(c3ccc(C)cc3)C2)cc1S(=O)(=O)N1CCCCC1 (centres undefined)	-1%
110	C[C@@H]1CN([C@H](C)CO)C(=O)CCCn2nncc2CO[C@@H]1CN(C)C(=O)c1ccncc1	-2%
111	CCOC(=O)c1cc(OCC)c2c(ccc3ccccc32)n1	-2%
